Screening data deposited in PubChem BioAssay by National Center for Advancing Translational Sciences (NCATS).
POLB inh: DNA polymerase beta (human) inhibition. P06746. Pol beta primer extension/strand displacement, fluorescence kinetic. Potency, µM (titrated, usually from 114 µM), for inactives: at the highest dose activity change, negative = inhibition, hits mostly inhibitors. 1.3% of 340,000 active; also: % is scaled to controls: 0 for no effect and ±100 for the full control effect
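Values derive from four-parameter Hill fits of normalized kinetic data: reads at 0 and 10 min following addition of 50 nM substrate to 10 nM Pol beta preincubated 15 min with compound.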
Pol iota inh: DNA polymerase iota (human) inhibition | Q9UNA4 | Pol iota fluorescent replication assay, 10 min | Potency, µM (series often up to 115 µM), for the others: at the top dose activity, negative = inhibition, most hits filed as inhibitors | 1% of 390,000 active
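Fluorescent replication assay read twice, at 0 min and 10 min after adding 50 nM (final) substrate. Enzyme (10 nM) and compounds were first incubated 15 min at room temperature; enzyme-free buffer wells were negative controls.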
Pol kappa inh: DNA polymerase kappa (human) inhibition | Q9UBT6 | purified Pol kappa, fluorescent DNA synthesis assay, 10 min | Potency, µM (series often up to 107 µM), without a hit: at the highest dose activity, negative = inhibition, hits mostly inhibitors | 0.53% of 400,000 active | AID 588579; also: % is scaled to controls: 0 for no effect and ±100 for the full control effect
Target sequence (Q9UBT6 whole entry, looked up): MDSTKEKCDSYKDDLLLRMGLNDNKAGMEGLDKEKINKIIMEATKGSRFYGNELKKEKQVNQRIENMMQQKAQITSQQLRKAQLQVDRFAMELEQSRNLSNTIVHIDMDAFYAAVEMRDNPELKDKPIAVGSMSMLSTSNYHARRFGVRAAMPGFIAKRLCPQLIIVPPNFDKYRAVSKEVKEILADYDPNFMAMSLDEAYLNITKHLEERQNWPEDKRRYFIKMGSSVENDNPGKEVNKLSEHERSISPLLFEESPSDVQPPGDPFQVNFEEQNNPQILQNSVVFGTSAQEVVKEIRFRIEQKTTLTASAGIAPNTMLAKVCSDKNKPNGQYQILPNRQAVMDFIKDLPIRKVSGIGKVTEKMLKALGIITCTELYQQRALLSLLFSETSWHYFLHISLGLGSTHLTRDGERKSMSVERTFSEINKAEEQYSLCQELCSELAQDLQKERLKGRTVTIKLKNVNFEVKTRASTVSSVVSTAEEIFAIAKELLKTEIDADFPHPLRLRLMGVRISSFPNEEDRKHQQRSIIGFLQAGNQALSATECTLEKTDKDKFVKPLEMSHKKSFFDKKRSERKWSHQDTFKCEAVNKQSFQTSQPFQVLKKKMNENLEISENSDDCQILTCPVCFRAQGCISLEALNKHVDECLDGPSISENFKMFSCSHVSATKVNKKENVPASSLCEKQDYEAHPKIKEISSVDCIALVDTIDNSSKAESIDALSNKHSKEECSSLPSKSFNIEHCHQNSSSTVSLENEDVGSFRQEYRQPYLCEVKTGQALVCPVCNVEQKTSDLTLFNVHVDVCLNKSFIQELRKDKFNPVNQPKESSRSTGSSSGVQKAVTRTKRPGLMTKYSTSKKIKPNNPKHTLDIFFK
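Enzyme at 10 nM met test compounds for 15 min at room temperature. Substrate addition (50 nM final) began the reaction, which was monitored by fluorescence at 0 and 10 min.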
Apoferritin bind: candidate novel general anesthetic via apoferritin binding. Potency, µM (highest dose often 77.5 µM), for the others: top-dose activity change, negative = displacement, most hits filed as inhibitors. P02791. apoferritin/1-aminoanthracene competitive binding, fluorescence. 0.074% of 350,000 active; also: % is scaled to controls: 0 for no effect and ±100 for the full control effect; nearly all actives have a fitted effect of over 20% in size
Target sequence (P02791 2-175 limits assumed): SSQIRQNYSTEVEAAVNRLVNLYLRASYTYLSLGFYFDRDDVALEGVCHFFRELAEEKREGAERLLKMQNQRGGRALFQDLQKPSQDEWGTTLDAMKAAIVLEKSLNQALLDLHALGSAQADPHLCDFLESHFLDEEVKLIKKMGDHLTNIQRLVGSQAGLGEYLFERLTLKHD
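Steps: apoferritin (10 uM) was premixed with half-saturated 1-AMA in PBS, compounds were pin-transferred, plates stood 10 min at room temperature, fluorescence was read at 380/535 nm, and curves were fitted with a Hill equation.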
G9a block: inhibitors of human histone lysine methyltransferase G9a | Q96KQ7 | G9a H3K9 monomethylation, AlphaScreen, 2 h | Potency, µM (titrated, usually from 102 µM), inactives show top-dose activity, negative = inhibition, usual class: inhibitors | 8.8% of 350,000 active; also: % is scaled to controls: 0 for no effect and ±100 for the full control effect; nearly all actives have a fitted effect of over 75% in size
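Chemiluminescent proximity detection of H3K9 monomethylation, read after 10 min bead incubation in the dark. Reaction: 20 nM G9a, 500 nM biotin-H3K9 peptide, 20 uM SAM cofactor, 2 h, room temperature, following 15 min enzyme-compound preincubation.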
BLM helicase inh: inhibitors of human Bloom syndrome helicase BLM. P54132. recombinant BLM DNA unwinding, fluorescence dequenching. Potency, µM (top dose mostly 56.1 µM), inactives show top-dose activity change, negative = inhibition, actives largely listed as inhibitors. 0.2% of 350,000 active. AID 2528;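 also: plate controls were vehicle for no effect and no enzyme for full effect; nearly all actives have a fitted effect of over 35% in size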
APE1 inh: APE1 (human) endonuclease inhibition; AID 2517; Potency, µM (highest dose often 65.8 µM), inactives show top-dose activity change, negative = inhibition, actives largely listed as inhibitors; recombinant APE1, TAMRA/BHQ-2 abasic DNA cleavage fluorescence; 0.35% of 350,000 active;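 also: plate controls were vehicle for no effect and reference inhibitor for full effect; nearly all actives have a fitted effect of over 55% in size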
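0.75 nM APE1 + cpd, 15 min RT; start w/ 50 nM TAMRA/BHQ-2 THF-abasic dsDNA; kinetic fluor 525/598 nm ×3 reads @60 s; Δ(read3−read1); normalized to DMSO and NSC13755 control wells.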
POLH inh: blocks human DNA polymerase eta activity; Q9Y253; recombinant Pol eta, fluorescent DNA replication assay; Potency, µM (doses to about 114 µM), for the others: at the top dose activity change, negative = inhibition, most hits filed as inhibitors; 1.2% of 390,000 active; also: % is scaled to controls: 0 for no effect and ±100 for the full control effect
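Pol eta (10 nM) was preincubated with compounds for 15 min at room temperature, after which fluorescent replication substrate (50 nM final) was added to start the reaction. Fluorescence was read kinetically at 0 and 10 min.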
BAZ2B inh: inhibitors of human BAZ2B bromodomain | 4.4% of 360,000 active | Potency, µM (series often up to 114 µM), for inactives: top-dose activity change, negative = inhibition, hits mostly inhibitors | Q9UIF8 | AID 504333 | AlphaScreen BAZ2B-H3K14Ac peptide displacement; also: % is scaled to controls: 0 for no effect and ±100 for the full control effect; nearly all actives have a fitted effect of over 60% in size
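BAZ2B 50 nM plus b-H3(5-23)K14Ac 50 nM, PBS pH 7.4/0.01% Tween-20, 30 min RT; compound added (max 110 uM), 30 min RT; streptavidin donor/Ni-chelate acceptor beads 10 ug/mL final, 20 min dark; AlphaScreen read.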
* = called active by the depositor; [ ] = dose if it differs, or a comment. Calls follow the shape of the dose curve; as a rule, active = well fitted curve in the direction sought with a large enough effect; inconclusive = small, poorly fitted or top-dose-only effect, or another doubt; inactive = no such curve, though single readings can be large; an effect the other way counts as inactive or inconclusive. Potency is read from the fitted curve at half-maximal effect. Some of the compounds tested. The share of hits here may be higher or lower than overall.

Sample of the layout, 2 compounds:
`O=C1CC(SC2=NCCS2)C(=O)N1c1cccc(Cl)c1Cl` (stereo not drawn) gave POLB inh -16.7%, Pol iota inh 15.5%, Pol kappa inh -11.4%, Apoferritin bind -23.3%, G9a block -8.7%[59 µM], BLM helicase inh 1.3%, APE1 inh 18.7%, POLH inh -15.3% and BAZ2B inh -6.0%.
For Cc1cc(OCC(=O)NCc2cccnc2)c2c(C)c(C)c(=O)oc2c1 the results were POLB inh 18.4%, Pol iota inh -4.5%, Pol kappa inh -4.3%, Apoferritin bind -5.2%, G9a block -12.9%, BLM helicase inh 2.6%, APE1 inh 10.1%, POLH inh -5.6% and BAZ2B inh -1.3%.

The list itself, repeating the preview:
`O=C1CC(SC2=NCCS2)C(=O)N1c1cccc(Cl)c1Cl` (stereo not drawn) gave POLB inh -16.7%, Pol iota inh 15.5%, Pol kappa inh -11.4%, Apoferritin bind -23.3%, G9a block -8.7%[59 µM], BLM helicase inh 1.3%, APE1 inh 18.7%, POLH inh -15.3% and BAZ2B inh -6.0%.
For Cc1cc(OCC(=O)NCc2cccnc2)c2c(C)c(C)c(=O)oc2c1 the results were POLB inh 18.4%, Pol iota inh -4.5%, Pol kappa inh -4.3%, Apoferritin bind -5.2%, G9a block -12.9%, BLM helicase inh 2.6%, APE1 inh 10.1%, POLH inh -5.6% and BAZ2B inh -1.3%.
Screening COc1ccc(OC)c(NC(=S)NCc2cccnc2)c1 returned POLB inh 1.8%, Pol iota inh 8.5%, Pol kappa inh -3.5%, Apoferritin bind 0.4%, G9a block 2.6%[59 µM], BLM helicase inh 4.0%, APE1 inh 3.8%, POLH inh -3.3% and BAZ2B inh -2.6%.
For COc1ccc(CCNC(=O)Cn2c(=O)n(CCCC(=O)NCc3ccco3)c(=O)c3sccc32)cc1OC the results were POLB inh 9.0%, Pol iota inh -3.5%, Pol kappa inh -12.1%, Apoferritin bind -0.8%, G9a block 12.1%, BLM helicase inh 3.5%, APE1 inh -0.2%, POLH inh -17.3% and BAZ2B inh -7.8%.
Screening COc1ccc(OCc2cc(C(=O)N[C@H]3CCCCNC3=O)no2)c(Cl)c1 returned POLB inh 38.1%, Pol iota inh -1.9%, Pol kappa inh -3.7%, Apoferritin bind inconclusive, BLM helicase inh -3.7%, APE1 inh 7.3%, POLH inh -20.3% and BAZ2B inh -5.0%.
CS(=O)(=O)Cc1ccc(C(=O)N2CCCC2c2cccs2)cc1 (stereo not drawn) was read as POLB inh 50.5%, Pol iota inh 26.8%, Pol kappa inh 2.0%, Apoferritin bind -6.0%, G9a block 1.6%, BLM helicase inh -7.8%, APE1 inh -27.8%, POLH inh -12.1% and BAZ2B inh 9.8%.
Screening COCCCN(CC(=O)O)S(=O)(=O)c1cccc(Cl)c1 returned POLB inh 3.0%, Pol iota inh 43.0%[activator], Pol kappa inh -4.0%, Apoferritin bind -5.9%, G9a block 50.1µM*, BLM helicase inh -4.6%, APE1 inh 2.0%, POLH inh -20.8% and BAZ2B inh -1.0%.
`COc1ccc(Cl)cc1NC(=S)Nc1ccccc1F` gave POLB inh 11.4%, Pol iota inh -3.1%, Pol kappa inh -18.7%, Apoferritin bind -10.4%, BLM helicase inh -6.3%, APE1 inh 16.4%, POLH inh -12.4% and BAZ2B inh -13.4%.
`CC1CCCN(S(=O)(=O)c2coc(C(N)=O)c2)C1` (stereo not drawn) gave POLB inh 11.1%, Pol iota inh 5.0%, Pol kappa inh 5.2%, Apoferritin bind 0.8%, G9a block -4.8%[59 µM], BLM helicase inh 1.0%, APE1 inh -5.2%, POLH inh -0.9% and BAZ2B inh 1.4%.
Screening COc1ccc(CC(=O)N(Cc2nc(-c3ccc(C)cc3)no2)C(C)C)cc1 returned POLB inh 29.8%, Pol iota inh 11.6%, Pol kappa inh 0.3%, Apoferritin bind -1.8%, G9a block 5.3%[59 µM], BLM helicase inh -7.8%, POLH inh -21.6% and BAZ2B inh 1.2%.
N#C/C(=C\c1ccc(OC(=O)c2ccc(Br)s2)cc1)c1nc2ccccc2[nH]1 was read as POLB inh 2µM*, Pol iota inh 43.8%, Pol kappa inh -23.2%, Apoferritin bind 1.9%, G9a block 5.5%[59 µM], BLM helicase inh -26.0%, APE1 inh -2.2%, POLH inh 5.62µM* and BAZ2B inh inconclusive.
`CN(Cc1ccon1)C(=O)CC1C(=O)NCCN1Cc1ccccc1C(F)(F)F` (stereo not drawn) gave POLB inh -4.9%, Pol iota inh 23.6%, Pol kappa inh -2.2%, Apoferritin bind -4.0%, G9a block 0.4%[12.7 µM], BLM helicase inh -2.3%, APE1 inh 3.7%, POLH inh -8.0% and BAZ2B inh 3.0%.
`COc1ccc(CCNC(=O)c2ccc3c(=O)n4c(nc3c2)CCC4)cc1OC` gave Pol iota inh 42.3%[activator], Pol kappa inh -10.4%, G9a block 6.2%, APE1 inh 14.9%, POLH inh -2.8% and BAZ2B inh 1.2%.
For O=C(CCCn1cc([N+](=O)[O-])cn1)NC1CCCCCC1 the results were POLB inh 24.9%, Pol iota inh 71.3%, Pol kappa inh -11.8%, Apoferritin bind -10.8%, G9a block 6.8%, BLM helicase inh -1.7%, APE1 inh 12.4%, POLH inh 2.6% and BAZ2B inh 1.6%.
For Cc1onc(-c2ccccc2)c1-c1nnc(COC(=O)c2ccc(O)cc2)o1 the results were Pol iota inh 0.5%, Pol kappa inh 3.3%, G9a block 1.0%[0.501 µM], APE1 inh 30.4%, POLH inh -6.3% and BAZ2B inh inconclusive.
Screening CCc1ccc(-c2nn(-c3cc(Cl)ccc3[N+](=O)[O-])c(=O)c3ccccc23)cc1 returned POLB inh 19.1%, Pol iota inh 11.3%, Pol kappa inh -7.6%, Apoferritin bind -16.3%, G9a block inconclusive, BLM helicase inh -4.1%, APE1 inh 10.7%, POLH inh -18.7% and BAZ2B inh -10.6%.
CCNc1nnc(-c2ccncc2)s1 was read as POLB inh 25.2%, Pol iota inh -5.2%, Pol kappa inh 2.4%, Apoferritin bind -7.5%, G9a block 62.2%[activator][12.7 µM], BLM helicase inh 2.7%, APE1 inh -4.1%, POLH inh -2.9% and BAZ2B inh -4.0%.
O=[N+]([O-])c1cc(Br)cc(/C=N/n2cnnc2)c1O was read as POLB inh 1.2%, Pol iota inh 51.8%[activator], Pol kappa inh -13.4%, Apoferritin bind -8.3%, G9a block 31.6µM*, BLM helicase inh 0.9%, APE1 inh -4.0%, POLH inh 10.8% and BAZ2B inh inconclusive.
For CC(C)C(=O)Nc1c(C(=O)N2CCN(c3ccccc3F)CC2)oc2ccccc12 the results were POLB inh 1.9%, Pol iota inh -6.5%, Pol kappa inh -12.2%, Apoferritin bind inconclusive, G9a block -2.2%[59 µM], BLM helicase inh -9.8%, POLH inh -3.7% and BAZ2B inh 8.3%[57.1 µM].
`CCOC(=O)C1CCCCN1Cc1ccc(-c2ccccc2)cc1` (stereo not drawn) gave POLB inh 14.9%, Pol iota inh 66.4%[activator], Pol kappa inh -13.8%, Apoferritin bind -8.4%, G9a block inconclusive, BLM helicase inh -7.9%, APE1 inh 6.7%, POLH inh -13.8% and BAZ2B inh 9.0%.
`O=c1c2cc(Br)ccc2nc(-c2ccc(Cl)cc2)n1O` gave POLB inh -1.5%, Pol iota inh 40.7%[activator], Pol kappa inh 0.1%, Apoferritin bind 1.2%, G9a block inconclusive, BLM helicase inh -0.6%, APE1 inh 63.2%[activator], POLH inh -6.9% and BAZ2B inh inconclusive.
Screening Cn1c(NC(=O)C2CCCC2)cc(=O)n(C)c1=O returned POLB inh 31.4%, Pol iota inh 5.4%, Pol kappa inh -5.0%, Apoferritin bind -6.0%, G9a block 10.7%, BLM helicase inh -0.8%, APE1 inh -10.0%, POLH inh -7.2% and BAZ2B inh 5.8%.
For Cc1cc(-c2ccc(C(C)C)c(S(=O)(=O)N3CCOc4ccccc43)c2)on1 the results were POLB inh -1.3%, Pol iota inh -7.0%, Pol kappa inh -3.8%, Apoferritin bind -7.2%, G9a block -55.0%, BLM helicase inh -12.2%, APE1 inh 34.8%, POLH inh -13.8% and BAZ2B inh -15.0%.
O=C(CCN1C(=O)c2ccccc2C1=O)C1=NN[C@@H]2C(=O)N(c3cccc(Cl)c3)C(=O)[C@H]12 was read as POLB inh 13.8%, Pol iota inh 3.5%, Pol kappa inh -0.5%, Apoferritin bind -6.5%, G9a block 13.3%[59 µM], BLM helicase inh -3.0%, APE1 inh -3.9%, POLH inh -5.5% and BAZ2B inh -3.1%.
Cc1ccc(F)cc1NC(=O)N1c2ccccc2NC(=O)CC1C (stereo not drawn) was read as POLB inh 23.6%, Pol iota inh inconclusive, Pol kappa inh -7.5%, Apoferritin bind 1.2%, G9a block 0.0%, BLM helicase inh 0.5%, APE1 inh inconclusive, POLH inh 0.6% and BAZ2B inh 1.0%.
For COc1ccc(CC(=O)Nc2ccc(-c3noc(-c4ccc(Cl)cc4)n3)cc2)cc1 the results were POLB inh -0.7%, Pol iota inh 12.6%, Pol kappa inh 2.6%, Apoferritin bind 1.4%, G9a block -0.1%[59 µM], BLM helicase inh 1.0%, APE1 inh 2.6%, POLH inh -12.2% and BAZ2B inh -0.5%.
Screening CCc1cccc(NC(=O)C2CCC(CNS(=O)(=O)c3ccc4c(c3)CCCC(=O)N4)CC2)c1 (stereo not drawn) returned POLB inh -9.4%, Pol iota inh 8.7%, Pol kappa inh -25.0%, Apoferritin bind -3.6%, G9a block 2.0%[59 µM], BLM helicase inh -7.6%, POLH inh -20.3% and BAZ2B inh -3.7%.
`NC(N)=NN=C1c2ccccc2-c2ccccc21` gave POLB inh 0.3%, Pol iota inh 4.6%, Pol kappa inh -1.3%, Apoferritin bind -1.8%, G9a block -11.5%[2.33 µM], BLM helicase inh 35.0%[activator], APE1 inh 26.6%, POLH inh -19.8% and BAZ2B inh -22.2%.
`CCOC(=O)c1sc(/N=C/N(C)C)c(C(=O)OCC)c1C` gave POLB inh 16.8%, Pol iota inh 27.9%, Pol kappa inh -3.2%, Apoferritin bind -18.1%, G9a block 0.6%, BLM helicase inh -1.2%, APE1 inh -2.2%, POLH inh -7.1% and BAZ2B inh -4.2%.
